Bioassay records deposited in PubChem BioAssay by National Center for Advancing Translational Sciences (NCATS).
NPSR antagonist: antagonists of human neuropeptide S receptor cAMP signaling; Potency, µM (highest dose often 38.3 µM), inactives show at the highest dose activity change, negative = inhibition, actives largely listed as inhibitors; CHO-NPSR cells, cAMP TR-FRET, antagonist mode; Q6W5P4; 220,000 compounds, 1% hits; AID 1461; further: potency means the concentration at half of the fitted maximal effect; on the % scale 0 is the no-effect control and ±100 the full control effect; nearly all actives have a fitted effect of over 50% in size; many of its hits are not listed in these tables
Epigenetic derep: derepresses silenced GFP reporter in murine cells. Potency, µM (doses to about 53.9 µM), for the others: at the highest dose GFP activation, usual class: activators. murine LDR cells, GFP reporter derepression, 30 h. 280,000 compounds, 0.2% hits; further: potency means the concentration at half of the fitted maximal effect; % of control where 0% means no effect; nearly all actives have a fitted effect of over 60% in size
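GFP-positive cell count by laser-scanning cytometry (objects 20–120 um) after 30 h, 37 C compound exposure of murine LDR cells; reporter is CMV-GFP integrated at a silenced locus, inducible by HDAC or DNMT inhibitors.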
Luc counter: Kinase-Glo luciferase inhibition (counter-screen); Kinase-Glo luciferase, ATP luminescence, 8 min; Potency, µM (top dose mostly 38.3 µM), for inactives: at the highest dose activity change, negative = inhibition, most hits filed as inhibitors; 200,000 compounds, 0.28% hits; further: potency means the concentration at half of the fitted maximal effect; on the % scale 0 is the no-effect control and ±100 the full control effect; nearly all actives have a fitted effect of over 60% in size
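Kinase-Glo luciferase light output from ATP and luciferin was measured with 10 uM ATP, within the enzyme's linear range. Buffer: 50 mM imidazole pH 7.2, 50 mM KCl, 7 mM MgCl2, 0.01% Tween 20, 0.05% BSA; luminescence read after 8 min at ambient temperature.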
LMNA splice mod: modulators of lamin A splicing; HeLa LMNA splicing GFP/RFP minigene ratio, 48 h; Potency, µM (series often up to 46.1 µM), without a hit: at the top dose ratio change, negative = inhibition, usual class: inhibitors; 200,000 compounds, 0.01% hits; active means well fitted inhibition curve with a large enough effect in the signal ratio, with a control signal flat, not every such curve was filed as active; inconclusive means small, poorly fitted or top-dose-only effect, or effect the other way, or a change in a side signal; the % refers to the signal ratio; further: potency means the concentration at half of the fitted maximal effect; on the % scale 0 is the no-effect control and ±100 the full control effect
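Read-out is the ratio of GFP to DsRed2 object intensity, acquired by 488 nm laser-scanning cytometry on HeLa lamin A-EGFP minigene reporter cells. Compound incubation 48 hrs at 37 °C in Opti-MEM with 2% FBS; DMSO 0.5% final.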
aGal spleen mod: inhibitors or activators of human alpha-galactosidase in spleen homogenate; P06280; human spleen homogenate, 4MU-alpha-Gal fluorescence, 40 min; Potency, µM (highest dose often 80 µM), for the others: at the top dose activity change, negative = inhibition, hits mostly inhibitors; 240,000 compounds, 0.008% hits;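 further: potency means the concentration at half of the fitted maximal effect; 0% = enzyme with vehicle and -100% = no enzyme basal signal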
Target sequence (P06280 32-429 limits assumed): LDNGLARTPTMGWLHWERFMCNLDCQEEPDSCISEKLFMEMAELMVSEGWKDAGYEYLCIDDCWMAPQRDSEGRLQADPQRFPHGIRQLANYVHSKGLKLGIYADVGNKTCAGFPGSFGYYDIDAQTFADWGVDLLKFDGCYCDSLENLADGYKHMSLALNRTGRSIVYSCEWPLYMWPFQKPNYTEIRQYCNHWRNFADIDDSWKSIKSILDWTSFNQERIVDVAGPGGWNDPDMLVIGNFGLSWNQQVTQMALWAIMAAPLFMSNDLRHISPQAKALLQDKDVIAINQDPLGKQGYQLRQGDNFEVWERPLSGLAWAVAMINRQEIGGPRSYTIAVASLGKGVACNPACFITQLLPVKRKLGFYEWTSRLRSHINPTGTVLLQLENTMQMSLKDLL
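Spleen homogenate 1 ug + cpd (titration) + 4-MU-alpha-D-galactopyranoside 1 mM; 37C 40 min; 50 mM citrate/phosphate pH 5.0, 0.01% Tween-20; stop pH 10; fluorescence 365/440; AC50 via Hill.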
CBFb RUNX1 block: blocks binding between human CBF-beta and RUNX1; AlphaScreen CBFb-His/RUNX1-biotin binding, biochemical; 230,000 tested, under 10 active; Potency, µM (doses to about 59.8 µM), inactives show at the top dose activity, negative = inhibition, actives largely listed as inhibitors; further: % of control where 0% means no effect
Target sequence (Q01196 whole entry, looked up): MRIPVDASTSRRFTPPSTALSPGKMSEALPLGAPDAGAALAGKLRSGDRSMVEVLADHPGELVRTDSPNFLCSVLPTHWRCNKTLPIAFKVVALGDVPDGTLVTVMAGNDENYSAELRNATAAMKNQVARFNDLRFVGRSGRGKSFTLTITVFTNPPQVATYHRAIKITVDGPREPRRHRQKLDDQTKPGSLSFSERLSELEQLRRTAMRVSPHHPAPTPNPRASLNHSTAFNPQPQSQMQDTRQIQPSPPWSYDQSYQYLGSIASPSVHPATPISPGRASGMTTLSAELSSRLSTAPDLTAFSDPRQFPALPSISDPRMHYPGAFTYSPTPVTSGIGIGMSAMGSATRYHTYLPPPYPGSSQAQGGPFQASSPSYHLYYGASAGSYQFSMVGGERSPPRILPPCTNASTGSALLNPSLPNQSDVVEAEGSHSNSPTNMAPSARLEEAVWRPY
Target sequence (Q13951 whole entry, looked up): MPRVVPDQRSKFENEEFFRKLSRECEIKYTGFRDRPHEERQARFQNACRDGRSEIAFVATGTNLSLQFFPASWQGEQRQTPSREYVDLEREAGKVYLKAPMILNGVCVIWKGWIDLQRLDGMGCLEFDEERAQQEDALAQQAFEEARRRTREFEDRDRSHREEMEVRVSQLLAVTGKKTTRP
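AlphaScreen binding: CBFb-His and RUNX1-biotin (30 nM each) preincubated 20 min, compound added for 15 min, then nickel and streptavidin beads for 90 min, all at room temperature. Disruption of the interaction by any mechanism counts as activity.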
IMPase Li cell: cell-permeable IMPase inhibitors with lithium potentiation | CHO-M1 cells, IP1 TR-FRET (IP-One), carbachol + lithium | Potency, µM (highest dose often 59.4 µM), for inactives: at the top dose activity, negative = IMPase inhibition, hits mostly inhibitors | AID 1457 | 210,000 compounds, 0.35% hits;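 further: IP1 builds up when IMPase is blocked and the TR-FRET signal falls; potency means the concentration at half of the fitted maximal effect; plate controls were basal vehicle for no effect and high inhibitor control for full effect; nearly all actives have a fitted effect of over 50% in size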
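IP1 accumulation measured by competitive TR-FRET in lysed CHO-M1 cells after 30 min compound exposure at 37C, with a small lithium addition to potentiate weak responses. Hill-equation AC50 from ratio and donor-channel data.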
An asterisk follows results filed as active; u = inconclusive; x = not tested or not shown; [ ] = dose if it differs, or a comment. Unless noted, the call rests on the fitted dose curve; in most records, active means well fitted curve in the direction sought with a large enough effect; inconclusive means small, poorly fitted or top-dose-only effect, or another doubt; inactive means no such curve, though single readings can be large; an effect the other way counts as inactive or inconclusive.

SMILES	NPSR antagonist	Epigenetic derep	Luc counter	LMNA splice mod	aGal spleen mod	CBFb RUNX1 block	IMPase Li cell
CCC1(C)Cc2c(c(=O)n(-c3ccccc3)c3ncnc(N)c23)CO1 (centres undefined)	0%[46.1 µM]	0.9%	1%	-3%	-1%	-1%	17%[38.3 µM]
CCOc1ccc(NC(=O)CSc2nc3c(c(=O)n2-c2ccccc2OC)SCC3)cc1	-14%[46.1 µM]	0.0%	2%	-15%	3%	-5%	27%[38.3 µM]
CCNc1nc(C)cc(COC)c1C#N	8%[46.1 µM]	0.0%	-2%	6%	6%	7%	-2%[38.3 µM]
COc1ccc(OC)c(C(=O)COC(=O)c2cccnc2Cl)c1	-4%	3.3%	-2%	u	-2%	7%	6%
O=C(COc1ccc(Cl)cc1)NNC(=O)C(=O)N1CCCCC1	6%[46.1 µM]	-0.9%	3%	6%[0.0737 µM]	9%	-1%	9%[38.3 µM]
CCN(CC)C(=O)c1sc(NC(=O)c2cccc([N+](=O)[O-])c2)c(C#N)c1C	-46%	-4.1%	0%	-11%	0%	27%	1%
C=C(C)C(=O)c1ccc(OC)cc1	x	-1.1%	1%	x	-4%	2%	9%
COc1ccc([N+](=O)[O-])cc1NCc1ccco1	-5%	-6.8%	x	x	6%	-9%	x
O=C(c1cc2c(ccc3ccccc32)oc1=O)N1CCN(CCO)CC1	4%[46.1 µM]	-1.0%	0%	7%	16%	1%	2%
Cc1ccc(Nc2nc(C(=O)NCCCN3CCOCC3)cs2)cc1	9%[7.67 µM]	-6.1%	2%	u	4%	17%	-11%[38.3 µM]
Cc1ccc(CNS(=O)(=O)c2cccc3nsnc23)cc1	8%	-4.4%	0%	5%[9.22 µM]	7%	-3%	2%
Cn1c(CBr)c(C(=O)c2ccc([N+](=O)[O-])cc2)c(=O)n(C)c1=O	-28%	-3.7%	x	x	3%	3%	x
O=C(NCCc1ccccn1)C1CC(=O)N(Cc2ccccc2Cl)C1 (centres undefined)	0%[46.1 µM]	0.0%	0%	3%	-6%	7%	-3%[38.3 µM]
COc1ccc(-c2csc(Nc3ccccc3)n2)cc1	-34%	1.1%	-4%	-19%[46 µM]	-11%	-13%	16%
COc1ccc(C(=O)NCC(=O)NC2=NCCS2)cc1	18%[46.1 µM]	-0.8%	2%	-7%	0%	5%	25%[38.3 µM]
Cc1ncc([N+](=O)[O-])n1CCOC(=O)Nc1ccc([N+](=O)[O-])cc1	-7%[46.1 µM]	6.9%	-2%	3%	-2%	-2%	-8%
N#Cc1cn(Cc2ccncc2)c(=O)[nH]c1=O	12%	-1.4%	5%	-2%[46 µM]	7%	0%	9%
Cc1ccc(S(=O)(=O)N2CCC(C(=O)N[C@@H](C)C(=O)Nc3ccc4c(c3)OCO4)CC2)cc1	-4%[46.1 µM]	-12%	x	4%	-2%	4%	x
O=C(Cn1nc(-c2ccc(Cl)cc2)ccc1=O)NCCCN1CCN(Cc2ccccc2)CC1	-9%[46.1 µM]	1.6%	-4%	-14%	-3%	4%	33%[activator][38.3 µM]
NC(Cc1cc(I)c(Oc2cc(I)c(O)c(I)c2)c(I)c1)C(=O)O (centres undefined)	x	5.3%	-9%	x	10%	5%	7%
COc1ccc(OC)c(NC(=O)C2CCN(c3ncccn3)CC2)c1	u	0.0%	-1%	6%	4%	1%	-11%[38.3 µM]
Cc1ccc2[nH]c(O)c(N=Nc3nc4ccccc4s3)c2c1	-13%	-1.3%	x	x	-1%	-8%	x
O=C(NCC1CCCO1)c1cc(S(=O)(=O)Nc2ccc(Br)cc2)ccc1Cl (centres undefined)	-17%	0.8%	7%	u	6%	5%	7%
O=C1CC(C(=O)Nc2cccc(Cl)c2)n2ncnc2N1 (centres undefined)	3%	1.1%	0%	u	-2%	11%	-2%
Cn1cccc1Cc1nnc(SCC(=O)Nc2nccs2)n1CCc1ccccc1	-19%	-1.0%	-1%	-2%	3%	-4%	6%

(continued)
SMILES	NPSR antagonist	Epigenetic derep	Luc counter	LMNA splice mod	aGal spleen mod	CBFb RUNX1 block	IMPase Li cell
N#CCc1c(C#N)c(N)nc(N2CCN(Cc3ccc4c(c3)OCO4)CC2)c1C#N	-16%[46.1 µM]	-4.8%	-3%	-15%	7%	-8%	30%[38.3 µM]
COc1ccc(OC)c(N(CC(=O)N2CCCC2)S(=O)(=O)c2ccc(OC)c(OC)c2)c1	-11%[46.1 µM]	-1.1%	-3%	5%	1%	4%	20%[38.3 µM]
Clc1cccc2c1CCN(Cc1nc(-c3cnccn3)no1)C2	-7%	0.0%	1%	x	-9%	0%	8%
COCCn1c(CN2CC(C)CC(C)C2)nc2c1c(=O)n(C)c(=O)n2C (centres undefined)	-3%[46.1 µM]	0.0%	0%	16%	-15%	17%	9%[38.3 µM]
O=C(CN1CCN(S(=O)(=O)c2cc(Cl)ccc2Cl)CC1)Nc1ccc2c(c1)OCCO2	-26%[46.1 µM]	-2.2%	3%	-12%	-2%	-5%	11%
Cc1ccsc1/C=C(\C#N)C(=O)NCCCN1CCOCC1	-19%	-0.5%	-1%	x	9%	11%	4%
CCC(C(=O)Nc1ccc(C(C)C)cc1)c1ccccc1 (centres undefined)	-27%	0.0%	-1%	10%[46 µM]	-7%	3%	18%
O=C(Oc1cncc(Cl)c1)c1ccco1	7%[46.1 µM]	-2.0%	0%	-3%	-1%	2%	0%
O=C(CN1CCCCCCC1)Nc1cc(Cl)cc(Cl)c1	-50%	-1.4%	5%	-16%[46 µM]	-9%	5%	8%
O=C(O)/C(=C\c1ccccc1OC(F)F)Sc1nnc(-c2ccc(F)cc2)o1	-33%	-2.5%	-1%	x	1%	-5%	-11%
O=C(N/N=C/c1ccco1)c1ccc(NC(=O)C2CC2)cc1	-14%	-0.9%	0%	u	8%	-3%	7%
Cc1ccc(/C=N/NC(=O)c2ccccn2)s1	2%	1.0%	u	-8%	-2%	2%	-7%
CCOC(=O)C1=C(O)C(=O)N(C2CCCCC2)C1	11%	2.1%	x	x	-3%	2%	x
COC(=O)c1cscc1NC(C)=O	6%[46.1 µM]	0.4%	-1%	0%	-8%	1%	5%[38.3 µM]
Cc1nnsc1C(=O)N/N=C/c1cccc(C(F)(F)F)c1	7%	4.5%	-6%	u	2%	0%	12%
Cc1cccc(NCc2n[nH]c(=S)n2-c2ccccc2)c1	0%	1.0%	-6%	x	-10%	-4%	11%
COC(=O)C1=C(Nc2ccccc2NS(=O)(=O)c2ccc(C(F)(F)F)cc2Cl)CSC1	9%	-0.5%	x	x	-3%	6%	x
COc1ccc(/C=N/NC(=O)C2(O)c3ccccc3-c3ccccc32)cc1	4%	0.0%	-2%	2%	-1%	0%	7%
c1ccc(Cn2nnc3c(NCC4CCCO4)ncnc32)cc1 (centres undefined)	10%[46.1 µM]	1.5%	-2%	-5%	-5%	-3%	13%[38.3 µM]
CC(C)NC(=O)NC(=O)CN1C(=O)NC(Cc2c[nH]c3ccccc23)C1=O (centres undefined)	16%	u	3%	-12%[9.22 µM]	-4%	9%	-8%
CC(C)C(=O)Nc1ccc(O)c(-c2csc(N)n2)c1	-4%	-0.1%	-2%	-2%[46 µM]	-1%	-3%	7%
Cc1cc(C)n(-c2cc(N3CCN(C(=O)c4cccc(F)c4)CC3)ccc2[N+](=O)[O-])n1	-5%	-2.4%	4%	u	2%	-6%	0%
C=C(C)CNC(=S)N/N=C/c1ccc(N2CCOCC2)cc1	-12%	0.0%	-2%	u	13%	-3%	3%
COc1ccc(NC(=O)CSc2nnc(-c3ccccc3Cl)n2Cc2ccco2)c(OC)c1	-30%[46.1 µM]	2.8%	x	-11%	4%	3%	x
CC(=O)N1[C@H](Cc2ccccc2)C=C[C@]1(C)C(=O)NCCc1c[nH]c2ccccc12	-4%	7.1%	3%	3%	4%	2%[2.36 µM]	9%

(more compounds)
SMILES	NPSR antagonist	Epigenetic derep	Luc counter	LMNA splice mod	aGal spleen mod	CBFb RUNX1 block	IMPase Li cell
CCOC(=O)c1sc(=S)sc1SCc1cccc(C(F)(F)F)c1	33%[46.1 µM]	0.8%	0%	3%	3%	-3%	34%[38.3 µM]
CC(C)(CO)N=Cc1c(O)[nH]c2ccccc12	-12%[46.1 µM]	-1.1%	0%	18%	5%	2%	-5%[38.3 µM]
COc1cc(C(=O)OCn2nnc3ccccc3c2=O)cc(OC)c1OC	9%[46.1 µM]	1.4%	-7%	11%	-23%	-1%	-4%[38.3 µM]
CCN(CC)S(=O)(=O)c1ccc(OCC(=O)NC2CCS(=O)(=O)C2)c([N+](=O)[O-])c1 (centres undefined)	12%	-0.4%	4%	-9%[46 µM]	-5%	3%	-1%
COc1ccc(-c2cc(C(=O)NN)[nH]n2)cc1	20%	-2.2%	-4%	u	-1%	-20%	11%
CS(=O)(=O)NCCNc1ncc(C(F)(F)F)cc1Cl	17%	1.0%	0%	12%[9.22 µM]	5%	-28%	-8%
Cc1ccc2nc3c(cc2c1)c(NC(=O)C1CCCO1)nn3CC(C)C (centres undefined)	-22%[46.1 µM]	-1.1%	-2%	-4%	14%	16%	-11%[38.3 µM]
COc1ccc(-c2nc(=S)[nH][nH]2)cc1	-7%[46.1 µM]	-3.0%	0%	3%	12%	1%	-9%[38.3 µM]
COc1ccc(S(=O)(=O)N2CCCC2C(=O)Nc2nc3c(s2)CCCC3)cc1 (centres undefined)	11%[46.1 µM]	-1.2%	3%	u	12%	-7%	13%[38.3 µM]
Cn1nc(-c2ccc(NCCO)c([N+](=O)[O-])c2)c2ccccc2c1=O	8%	-0.5%	-1%	u	1%	8%	10%
COc1cc(C(=O)NCc2nnc(SCC(=O)Nc3cccc(C)c3)o2)cc(OC)c1OC	-10%[46.1 µM]	0.0%	8%	6%	6%	0%	5%[38.3 µM]
C=CCOC(=O)NC(c1ccc(F)c(F)c1)C(C(C)=O)C(=O)OC (centres undefined)	x	-1.1%	-1%	x	1%	-5%	18%

Whole records, quoted from the list. Order of screens: NPSR antagonist, Epigenetic derep, Luc counter, LMNA splice mod, aGal spleen mod, CBFb RUNX1 block, IMPase Li cell
CCN(CC)S(=O)(=O)c1ccc(OCC(=O)NC2CCS(=O)(=O)C2)c([N+](=O)[O-])c1 (centres undefined) in the list: 12%, -0.4%, 4%, -9%[46 µM], -5%, 3%, -1%
C=CCOC(=O)NC(c1ccc(F)c(F)c1)C(C(C)=O)C(=O)OC (centres undefined) in the list: x, -1.1%, -1%, x, 1%, -5%, 18%
CS(=O)(=O)NCCNc1ncc(C(F)(F)F)cc1Cl in the list: 17%, 1.0%, 0%, 12%[9.22 µM], 5%, -28%, -8%

Not all compounds are listed; count on the stated rates, not on these rows.
